NALP3 yeast inh: blocks the NALP3 inflammasome reconstituted in yeast; Yeast reconstituted NLRP3/ASC/caspase-1, beta-gal luminescence, 24 h; inhibition, % at 10 µM; hit rate 0.39% among 330,000;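 active = inhibition of 50% or more; inactive = inhibition below 50%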;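 also: plate controls were induced DMSO wells for no effect and uninduced yeast grown without galactose for full effect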
mIAP activ: mouse IAP activation; muIAP, CDP-Star luminescence, 30 min; active compounds read high; 1 = vehicle-only enzyme signal, 0 = enzyme-free wells; activation factor at 10 µM; hit rate 0.24% among 330,000;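 active = activation factor of at least 2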; also: the source names both 10 and 20 µM as test concentration; values of inactives mirror those of a sister screen read the other way
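also added = chemiluminescent substrate CDP-Star | test system = mouse IAP enzyme | signal = chemiluminescence readout | compound = DMSO-dissolved test compounds | incubation = 30 min at room temperature | benchmarks = DMSO wells, no-enzyme wells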
A3A deaminase: human APOBEC3A DNA deaminase inhibition. recombinant A3A, FAM/TAMRA ssDNA deamination fluorescence. inhibition, % at 20 µM. hit rate 0.41% among 330,000. AID 493011;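 active = at least 40% inhibition at 20 µM here, with at most 30% in a related deaminase screen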;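 also: plate controls were A3A with DMSO for no effect and wells lacking A3A enzyme for full effect; some results filed as inactive read as strong as hits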
Target sequence (P31941 whole entry, looked up): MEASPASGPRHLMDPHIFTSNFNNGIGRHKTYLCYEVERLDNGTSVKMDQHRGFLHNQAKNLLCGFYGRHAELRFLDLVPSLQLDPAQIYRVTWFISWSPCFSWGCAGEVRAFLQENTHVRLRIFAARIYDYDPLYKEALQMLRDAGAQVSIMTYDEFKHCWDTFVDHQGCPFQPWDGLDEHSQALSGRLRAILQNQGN
tim10-1 inh: growth inhibitors of tim10-1 mutant yeast. S. cerevisiae tim10-1 ts strain growth, BacTiter-Glo, 24 h. inhibition, % at 20 µM. hit rate 2.2% among 330,000. AID 463190;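 active = inhibition of at least 40%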;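 also: mutant grown at 25 °C; 0% = DMSO wells with yeast and 100% = wells holding no yeast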
MIN6 prolif: induces beta-cell replication in MIN6 cells; MIN6 cells proliferation, ATPlite luminescence, 48 h; cells starved in 0.2% serum; 100% = growth in 10% serum; proliferation, % at 10 µM; hit rate 0.29% among 330,000; AID 2380;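 active = compounds whose signal lies at least 3.5 SD above the mean of all wells on their plate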;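 also: 0% = DMSO-treated cells in low-serum medium and 100% = 10% serum control; some compounds called inactive have numbers as strong as hits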
TIM10 inh: growth inhibitors of TIM10 yeast strain | inhibition, % at 10 µM | AID 463195 | hit rate 1.4% among 330,000 | S. cerevisiae TIM10 strain growth, BacTiter-Glo luminescence, 24 h;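 active = inhibition of 40% or more at the single tested concentration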;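 also: wild-type TIM10 isogenic control strain grown at permissive 25 °C; 0% = DMSO yeast wells and 100% = minimal medium wells without yeast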
mIAP block: blocks mouse intestinal alkaline phosphatase. AID 2806. purified mouse IAP, CDP-Star luminescence, 30 min. hit rate 0.2% among 330,000. inhibition, % at 10 µM;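 active = inhibition of at least 40% at 10 µM in the primary screen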;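 also: plate controls were DMSO with enzyme for no effect and no enzyme wells for full effect; values of inactives mirror those of a sister screen read the other way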
A3G deaminase: inhibitors of human APOBEC3G DNA deaminase; Q9HC16; recombinant A3G, ssDNA deamination FAM/TAMRA fluorescence; inhibition, % at 20 µM; hit rate 0.28% among 330,000; AID 493012;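 active = inhibition of at least 40% at 20 µM, with no more than 30% in the related APOBEC3A deaminase screen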;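 also: plate controls were DMSO wells with A3G for no effect and wells lacking A3G enzyme for full effect; some compounds called inactive have numbers as strong as hits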
hIAP inh: human IAP inhibition. purified IAP, CDP-Star luminescence, 30 min. inhibition, % at 10 µM. hit rate 0.12% among 330,000. AID 2544;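 active = inhibition reaching a set limit with compound at 10 µM in the primary screen, cut at about 35% in these data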;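 also: plate controls were DMSO wells with enzyme for no effect and no-enzyme buffer wells for full effect; values of inactives mirror those of a sister screen read the other way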
Target sequence (P09923 whole entry, looked up): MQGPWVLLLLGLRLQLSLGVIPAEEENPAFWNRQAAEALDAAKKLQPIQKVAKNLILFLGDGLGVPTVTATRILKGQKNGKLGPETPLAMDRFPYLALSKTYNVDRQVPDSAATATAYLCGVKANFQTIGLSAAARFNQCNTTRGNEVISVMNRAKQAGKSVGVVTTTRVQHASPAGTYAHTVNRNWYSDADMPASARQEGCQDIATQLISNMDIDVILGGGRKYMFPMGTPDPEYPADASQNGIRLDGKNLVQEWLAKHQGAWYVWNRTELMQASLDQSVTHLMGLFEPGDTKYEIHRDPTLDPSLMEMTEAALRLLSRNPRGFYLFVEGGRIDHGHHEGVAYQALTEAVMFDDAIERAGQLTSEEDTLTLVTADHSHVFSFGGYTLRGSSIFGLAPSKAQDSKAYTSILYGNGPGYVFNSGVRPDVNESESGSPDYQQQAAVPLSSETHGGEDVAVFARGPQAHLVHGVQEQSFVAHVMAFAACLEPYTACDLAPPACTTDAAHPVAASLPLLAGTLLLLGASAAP
* hit, by the source's call. Not a hit list; about 4.6% have a hit in one of these screens.

Cc1ccc(OCC(=O)Nc2nc(C)c(Cl)cc2Cl)c([N+](=O)[O-])n1 was read as NALP3 yeast inh 19, mIAP activ 1.1, A3A deaminase 1, tim10-1 inh -7, MIN6 prolif -2, TIM10 inh 5, mIAP block -7, A3G deaminase -1 and hIAP inh 22.
`Cc1cc2cc(CN(Cc3cccs3)C(=S)NCc3ccco3)c(=O)[nH]c2cc1C` gave NALP3 yeast inh 2, mIAP activ 0.89, A3A deaminase -4, tim10-1 inh 17, MIN6 prolif -6, TIM10 inh 9, mIAP block 11, A3G deaminase -7 and hIAP inh 14.
For CCc1nnc(NS(=O)(=O)c2ccc(NC(=O)CCC(=O)OC)cc2)s1 the results were NALP3 yeast inh 18, mIAP activ 0.92, A3A deaminase -6, tim10-1 inh 7, MIN6 prolif -3, TIM10 inh 7, mIAP block 8, A3G deaminase -4 and hIAP inh 16.
For Cc1cc(C(=O)Nc2nnc(C3CCCCC3)s2)cs1 the results were NALP3 yeast inh 16, mIAP activ 0.96, A3A deaminase 0, tim10-1 inh 18, MIN6 prolif -1, TIM10 inh -1, mIAP block 4, A3G deaminase -4 and hIAP inh -6.
For Oc1cc2c(cc1CN1CCc3ccccc3C1)OCO2 the results were NALP3 yeast inh 7, mIAP activ 1, A3A deaminase -3, tim10-1 inh 12, MIN6 prolif -3, TIM10 inh 4, mIAP block -3, A3G deaminase -8 and hIAP inh 2.
For O=C(Cc1cccc(C(F)(F)F)c1)NCC(=O)Nc1cc(Cl)ccc1Cl the results were NALP3 yeast inh 14, mIAP activ 1.1, A3A deaminase -5, tim10-1 inh 1, MIN6 prolif -3, TIM10 inh 2, mIAP block -5, A3G deaminase -11 and hIAP inh 8.
For COc1ccc(Cc2noc(CN3CCCC(OCc4ccccn4)C3)n2)cc1OC (stereo not given) the results were NALP3 yeast inh 21, mIAP activ 1, A3A deaminase 1, tim10-1 inh 15, MIN6 prolif -4, TIM10 inh 21, mIAP block -4, A3G deaminase 4 and hIAP inh -1.
Screening Nc1nnc(-c2cn(-c3ccccc3)nc2-c2ccc(Cl)cc2)o1 returned NALP3 yeast inh -13, mIAP activ 1.2, A3A deaminase -5, tim10-1 inh -3, MIN6 prolif -3, TIM10 inh -3, mIAP block -18, A3G deaminase -8 and hIAP inh 2.
For CCN(CC)S(=O)(=O)c1ccc2c(c1)N(CC(=O)Nc1cccnc1Cl)C(=O)CO2 the results were NALP3 yeast inh 22, mIAP activ 0.97, A3A deaminase -2, tim10-1 inh -6, MIN6 prolif -4, TIM10 inh 7, mIAP block 3, A3G deaminase -7 and hIAP inh -10.
`Cc1cc(SC#N)cc(C)c1NC(=O)CCl` gave NALP3 yeast inh -11, mIAP activ 1, A3A deaminase -1, tim10-1 inh -82, MIN6 prolif -6, TIM10 inh -46, mIAP block -5, A3G deaminase -4 and hIAP inh -19.
Clc1ccc(-n2ncc3c(NCC4CCCO4)ncnc32)cc1 (stereo not given) was read as NALP3 yeast inh 22, mIAP activ 1, A3A deaminase -3, tim10-1 inh 26, MIN6 prolif -3, TIM10 inh 9, mIAP block -2, A3G deaminase -10 and hIAP inh 0.
`Fc1cc(Br)ccc1NC(=S)Nc1cccnc1` gave NALP3 yeast inh 3, mIAP activ 0.95, A3A deaminase -1, tim10-1 inh 6, MIN6 prolif 0, TIM10 inh -19, mIAP block 5, A3G deaminase -6 and hIAP inh -3.
Screening Cc1cc(Br)ccc1NC(=O)CN1C(=O)CCC1=O returned NALP3 yeast inh -4, mIAP activ 0.96, A3A deaminase -1, tim10-1 inh 5, MIN6 prolif 1, TIM10 inh -13, mIAP block 4, A3G deaminase -6 and hIAP inh -51.
`CC(=O)N/C(=C\c1ccccc1Cl)C(=O)O` gave NALP3 yeast inh 3, mIAP activ 1, A3A deaminase -4, tim10-1 inh -7, MIN6 prolif -1, TIM10 inh -2, mIAP block -2, A3G deaminase -9 and hIAP inh -11.
Screening Cn1c(=O)c2c(SCC(=O)Nc3ccc4c(c3)OCCO4)nc(CC(C)(C)C)nc2n(C)c1=O returned NALP3 yeast inh 8, mIAP activ 0.94, A3A deaminase 1, tim10-1 inh 28, MIN6 prolif -7, TIM10 inh 4, mIAP block 6, A3G deaminase -5 and hIAP inh 0.
`Fc1ccc(C(CCNCc2cccs2)c2ccco2)cc1` (stereo not given) gave NALP3 yeast inh 7, mIAP activ 1.1, A3A deaminase -4, tim10-1 inh 19, MIN6 prolif -3, TIM10 inh 0, mIAP block -7, A3G deaminase -6 and hIAP inh -6.
`Cc1ccc(CCNC(=O)CN(C)S(=O)(=O)c2cnc[nH]2)cc1` gave NALP3 yeast inh 1, mIAP activ 1.1, A3A deaminase -3, tim10-1 inh 15, MIN6 prolif -1, TIM10 inh 13, mIAP block -5, A3G deaminase 0 and hIAP inh 19.
Screening C[C@H](NC(=O)[C@H]1N2C(=O)c3ccccc3C2SC1(C)C)C(=O)N1CCN(C)CC1 (stereo not given in full) returned NALP3 yeast inh 6, mIAP activ 0.97, A3A deaminase 2, tim10-1 inh -19, MIN6 prolif -5, TIM10 inh -3, mIAP block 3, A3G deaminase -1 and hIAP inh -2.
Cc1cc(C(C)(C)C)cc(C)c1COC(=O)CN1C(=O)NC2(CCCC2)C1=O was read as NALP3 yeast inh 19, mIAP activ 1, A3A deaminase -7, tim10-1 inh 19, MIN6 prolif -1, TIM10 inh 2, mIAP block -3, A3G deaminase -9 and hIAP inh 12.
Screening Cc1nn(-c2ccc(N3CCCCC3)nn2)c(C)c1CCC(=O)Nc1ccc(F)c(F)c1 returned NALP3 yeast inh 3, mIAP activ 1.1, A3A deaminase 1, tim10-1 inh 33, MIN6 prolif -4, TIM10 inh -1, mIAP block -6, A3G deaminase 3 and hIAP inh 18.

The final 3 compounds of the section before are carried over, then new ones follow:
Screening C[C@H](NC(=O)[C@H]1N2C(=O)c3ccccc3C2SC1(C)C)C(=O)N1CCN(C)CC1 (stereo not given in full) returned NALP3 yeast inh 6, mIAP activ 0.97, A3A deaminase 2, tim10-1 inh -19, MIN6 prolif -5, TIM10 inh -3, mIAP block 3, A3G deaminase -1 and hIAP inh -2.
Cc1cc(C(C)(C)C)cc(C)c1COC(=O)CN1C(=O)NC2(CCCC2)C1=O was read as NALP3 yeast inh 19, mIAP activ 1, A3A deaminase -7, tim10-1 inh 19, MIN6 prolif -1, TIM10 inh 2, mIAP block -3, A3G deaminase -9 and hIAP inh 12.
Screening Cc1nn(-c2ccc(N3CCCCC3)nn2)c(C)c1CCC(=O)Nc1ccc(F)c(F)c1 returned NALP3 yeast inh 3, mIAP activ 1.1, A3A deaminase 1, tim10-1 inh 33, MIN6 prolif -4, TIM10 inh -1, mIAP block -6, A3G deaminase 3 and hIAP inh 18.
`CCOC(=O)c1cc2sc(C)cc2n1CC(=O)N(CC)CC` gave NALP3 yeast inh 1, mIAP activ 0.98, A3A deaminase 1, tim10-1 inh 18, MIN6 prolif -4, TIM10 inh 7, mIAP block 2, A3G deaminase -1 and hIAP inh 11.
`CC1CN=C(N(C(=O)Nc2ccccc2)c2ccc(F)cc2)S1` (stereo not given) gave NALP3 yeast inh 4, mIAP activ 1.1, A3A deaminase -4, tim10-1 inh 15, MIN6 prolif 4, TIM10 inh 13, mIAP block -8, A3G deaminase -6 and hIAP inh 7.
CC[C@]12c3[nH]c4ccc(Cl)cc4c3CCN1C(=O)[C@@H](CC(=O)NCCC1=CCCCC1)C[C@@H]2C(=O)N1CCN(C(=O)c2ccco2)CC1 was read as mIAP activ 1.1, A3A deaminase -2, tim10-1 inh 23, TIM10 inh -6, mIAP block -8 and A3G deaminase 2.
Cc1ccc(C)c(NC(=S)Nc2cccc3cnccc23)c1 was read as NALP3 yeast inh 1, mIAP activ 1.1, A3A deaminase -1, tim10-1 inh 34, MIN6 prolif -2, TIM10 inh 13, mIAP block -8, A3G deaminase 2 and hIAP inh 14.
Screening CCCCP(=O)(CCCC)Cc1ccccc1O returned NALP3 yeast inh 18, mIAP activ 0.96, A3A deaminase 3, tim10-1 inh -4, MIN6 prolif -1, TIM10 inh -2, mIAP block 4, A3G deaminase -1 and hIAP inh -21.
Cc1sc2ncnc(SCc3ccc(C(=O)O)cc3)c2c1C was read as NALP3 yeast inh 24, mIAP activ 0.69, A3A deaminase -4, tim10-1 inh -6, MIN6 prolif -1, TIM10 inh -11, mIAP block 31, A3G deaminase -8 and hIAP inh -4.
Cc1ccc(NC(=O)c2cc([N+](=O)[O-])ccc2Cl)c(O)c1 was read as NALP3 yeast inh 34, mIAP activ 1, A3A deaminase 1, tim10-1 inh 19, MIN6 prolif -1, TIM10 inh -1, mIAP block 0, A3G deaminase 1 and hIAP inh 3.
Screening CCN(Cc1ccccc1)C(=O)c1c(-c2ccccc2Cl)noc1C returned NALP3 yeast inh 7, mIAP activ 0.99, A3A deaminase -8, tim10-1 inh 8, MIN6 prolif 4, TIM10 inh 5, mIAP block 1, A3G deaminase -9 and hIAP inh -21.
`OCCN(Cc1ccccc1)Cc1cccc(C(F)(F)F)c1` gave NALP3 yeast inh 19, mIAP activ 0.97, A3A deaminase -1, tim10-1 inh 3, MIN6 prolif 5, TIM10 inh 3, mIAP block 3, A3G deaminase -6 and hIAP inh -6.
COc1ccccc1N1CCN(C(=O)CSc2nc(C)c(C)c(=O)[nH]2)CC1 was read as NALP3 yeast inh -2, mIAP activ 0.95, A3A deaminase 4, tim10-1 inh 6, MIN6 prolif -1, TIM10 inh 2, mIAP block 5, A3G deaminase 0 and hIAP inh -3.
`Cc1ccc(C(=O)C2CCN(CC(=O)NC3CCCCC3)CC2)cc1` gave NALP3 yeast inh 13, mIAP activ 0.95, A3A deaminase 2, tim10-1 inh 15, MIN6 prolif -2, TIM10 inh 7, mIAP block 5, A3G deaminase -5 and hIAP inh -9.
O=C(c1cccc(S(=O)(=O)N2CCN(c3ccccc3)CC2)c1)N1CCN(c2ccccc2O)CC1 was read as NALP3 yeast inh 2, mIAP activ 0.96, A3A deaminase -2, tim10-1 inh -2, MIN6 prolif -5, TIM10 inh -5, mIAP block 4, A3G deaminase -10 and hIAP inh -9.
For COCC(=O)OC/C(O)=C(\C#N)c1nc2ccccc2[nH]1 the results were NALP3 yeast inh 7, mIAP activ 0.71, A3A deaminase 1, tim10-1 inh 1, MIN6 prolif -1, TIM10 inh 4, mIAP block 29, A3G deaminase -4 and hIAP inh -17.
For Cc1cccc(NC(=O)NC2CCCc3ccccc32)c1 (stereo not given) the results were NALP3 yeast inh 2, mIAP activ 2.7*, A3A deaminase -1, tim10-1 inh 23, MIN6 prolif -6, TIM10 inh 6, mIAP block -168, A3G deaminase 15 and hIAP inh 7.
`Cc1cc(OCC(=O)Nc2ccc(Br)cc2)cc2c1C(=O)CC(C)(C)O2` gave NALP3 yeast inh 3, mIAP activ 1.1, A3A deaminase 3, tim10-1 inh 32, MIN6 prolif -4, TIM10 inh 3, mIAP block -12, A3G deaminase 9 and hIAP inh 8.
O=C(Nc1ccc(F)cc1)Nc1cccnc1Cl was read as NALP3 yeast inh -13, mIAP activ 1.1, A3A deaminase -1, tim10-1 inh 21, MIN6 prolif -3, TIM10 inh 12, mIAP block -14, A3G deaminase -4 and hIAP inh -16.
CCC(Sc1ccc2nnc(-c3ccc(F)cc3)n2n1)C(=O)OC (stereo not given) was read as NALP3 yeast inh -5, mIAP activ 1.1, A3A deaminase -7, tim10-1 inh 28, MIN6 prolif 2, TIM10 inh -4, mIAP block -9, A3G deaminase -6 and hIAP inh 8.
